# Assay outcomes (PubChem)
# GlmU inhibition – inhibition of mycobacterial GlmU enzyme – biochemical, glucosamine-1-phosphate acetyltransferase (AID 1376) | M. tuberculosis GlmU acetyltransferase enzyme assay; higher % means a stronger effect | inhibition, %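 (tested at 30 µM in the primary screen)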, or IC50 in µM where a hit was titrated | hit rate 0.25% among 220,000; in the data active = inhibition above about 13%;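 also: 0% = complete reaction with vehicle and 100% = reaction without substrate; strong numbers were not always called active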
# RmlCD inh 1536 – inhibitors of Mycobacterium tuberculosis RmlC and RmlD coupled enzymes; hit rate 0.03% among 160,000; RmlC+RmlD coupled enzyme assay, percent inhibition; primary screen in compound mixtures; inhibition, % at 3.6 µM; in the data active = inhibition mostly above about 34%, no sharp cut-off; also: some results filed as inactive read as strong as hits
# Target sequence (P9WH09 whole entry, looked up): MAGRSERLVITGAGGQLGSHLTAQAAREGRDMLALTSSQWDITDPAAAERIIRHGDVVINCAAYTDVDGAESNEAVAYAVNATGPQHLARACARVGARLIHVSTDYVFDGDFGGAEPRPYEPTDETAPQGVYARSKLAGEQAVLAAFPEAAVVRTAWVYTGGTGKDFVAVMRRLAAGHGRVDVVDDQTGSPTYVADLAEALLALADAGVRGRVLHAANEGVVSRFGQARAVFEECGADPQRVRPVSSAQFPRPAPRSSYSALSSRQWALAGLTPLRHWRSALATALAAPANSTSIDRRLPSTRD
# Target sequence (P9WH11 whole entry, looked up): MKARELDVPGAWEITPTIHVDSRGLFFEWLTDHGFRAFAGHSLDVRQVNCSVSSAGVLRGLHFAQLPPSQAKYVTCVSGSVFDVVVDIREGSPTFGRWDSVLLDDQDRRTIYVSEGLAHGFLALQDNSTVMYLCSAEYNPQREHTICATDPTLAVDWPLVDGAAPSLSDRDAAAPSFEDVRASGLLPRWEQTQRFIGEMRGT
# * marks the source's active call; other numbers are inactive results; nt = not tested or not shown.
1. COCCn1c(SCc2nc3ccccc3s2)nc2ccccc21
2. CC1(C)Cc2c(C#N)c(OCC(=O)c3ccc(Cl)cc3)nc(-c3ccoc3)c2CO1
3. Cc1ccc(C)c(NC2=NCC(=O)N2c2ccc3c(c2)OCCO3)c1
4. COc1ccc(Cc2nnc(SCC(=O)N3CCN(c4ccccc4)CC3)o2)cc1
5. CSC1=C(C#N)C(C)CC(=O)N1 (stereo not given)

screen / no. | 1 | 2 | 3 | 4 | 5
GlmU inhibition | 4.1% | -0.3% | 2.5% | 4.4% | 3.8%
RmlCD inh 1536 | 1 | nt | -4 | -3 | nt

# Reprinted from the part before: four entries, then new ones.
2. CC1(C)Cc2c(C#N)c(OCC(=O)c3ccc(Cl)cc3)nc(-c3ccoc3)c2CO1
3. Cc1ccc(C)c(NC2=NCC(=O)N2c2ccc3c(c2)OCCO3)c1
4. COc1ccc(Cc2nnc(SCC(=O)N3CCN(c4ccccc4)CC3)o2)cc1
5. CSC1=C(C#N)C(C)CC(=O)N1 (stereo not given)
6. CCO/C(C)=N/n1c2nc3ccccc3nc2c2c(=O)n(CC(C)C)c(C)nc21
7. O=C(/C(=C/c1cccc(Cl)c1)c1nc2ccccc2[nH]1)c1ccccc1
8. COC(=O)c1cccc(NC(=O)COc2cccc([N+](=O)[O-])c2)c1
9. CC(C)(C)NC(=O)NC(=O)CN1CCN(c2ccc(O)cc2)CC1
10. O=C(C1COc2ccccc2O1)N1CCN(c2ccccc2Cl)CC1 (stereo not given)

screen / no. | 2 | 3 | 4 | 5 | 6 | 7 | 8 | 9 | 10
GlmU inhibition | -0.3% | 2.5% | 4.4% | 3.8% | 3.4% | -0.4% | 0.4% | -4.8% | 9.5%
RmlCD inh 1536 | nt | -4 | -3 | nt | nt | 6 | -10 | -8 | 0

11. COc1ccccc1NC(=O)c1cc2cc(Br)ccc2cc1O
12. N#Cc1cc([N+](=O)[O-])cnc1Nc1ccccc1
13. COc1cc(C2C(C(C)=O)=C(O)C(=O)N2c2ccc(Br)cn2)ccc1O (stereo not given)
14. C#CCOCCOCCOCCNc1nc(N2CCN(C(=O)Cn3cc(CC(C)O)nn3)CC2)nc(N2CCN(C(=O)[C@H]([C@@H](C)CC)n3cc(CCCN=C(N)N)nn3)CC2)n1 (stereo not given in full)
15. CCCCCCCCCCCC(=O)NC(Cc1ccc(OC)c([N+](=O)[O-])c1)C(=O)O (stereo not given)

screen / no. | 11 | 12 | 13 | 14 | 15
GlmU inhibition | 9.4% | 0.5% | -0.6% | -3.0% | -2.3%
RmlCD inh 1536 | 6 | nt | 3 | nt | nt

16. CCOC(=O)CSC1=C(C#N)C(c2ccccc2Cl)C(C(=O)OC)C(=O)N1 (stereo not given)
17. O=C(O)CCCC(=O)NS(=O)(=O)c1ccc(Cl)cc1
18. Cc1nn(CCC#N)c2[nH]c(=O)cc(C(F)(F)F)c12
19. O=C(CSc1nnc(-c2ccco2)n1Cc1ccco1)NCc1cccs1
20. Cc1ccc(N(CN2CCCC2=O)C(=O)c2ccc(C)c(C)c2)cc1

screen / no. | 16 | 17 | 18 | 19 | 20
GlmU inhibition | -0.4% | 0.9% | -0.6% | -3.1% | -1.0%
RmlCD inh 1536 | nt | -10 | 4 | 7 | 13

21. CSc1nc2ccc(NS(=O)(=O)c3ccccc3F)cc2s1
22. COC(=O)c1ccc(NC(=O)c2ccco2)cc1
23. C=C1c2ccc(C)cc2NC(=O)N1c1ccccc1
24. N#C/C(=C\c1cccnc1)C(=O)Nc1ccc(C(=O)O)cc1
25. CCN(C(=O)c1cc2ccccc2o1)C12CC3CC(CC(C3)C1)C2

screen / no. | 21 | 22 | 23 | 24 | 25
GlmU inhibition | 2.0% | -0.5% | -4.9% | 0.1% | 3.3%
RmlCD inh 1536 | -12 | -8 | -5 | 65 | 1

26. O=C(Nc1cccc(S(=O)(=O)N2CCCCC2)c1)c1ccc2c(=O)n3c(nc2c1)CCCCC3
27. Cc1ccc2nc(C)cc(N3CCOCC3)c2c1
28. CN(C)C(=S)NC1(C)CCS(=O)(=O)C1 (stereo not given)
29. CCOC(=O)N1CCC(NS(=O)(=O)c2ccc(NC(C)=O)c(Cl)c2)CC1
30. CC(O)(CS(=O)(=O)c1ccc(F)cc1)C(=O)Nc1ccc(C#N)c(C(F)(F)F)c1 (stereo not given)

screen / no. | 26 | 27 | 28 | 29 | 30
GlmU inhibition | -4.3% | 3.4% | 2.1% | 6.0% | -2.7%
RmlCD inh 1536 | 4 | 12 | nt | nt | -8

31. Cc1ccc(S(=O)(=O)Nc2ccc3nc(N)sc3c2)cc1
32. C/C(=N\NC(=S)Nc1c(C)cccc1C)c1ccc(OC(F)F)cc1
33. O=S(=O)(NCC(c1ccco1)N1CCN(c2ccccc2F)CC1)c1ccccc1 (stereo not given)
34. CCCCOc1ccc(CNC(=O)NS(=O)(=O)c2ccc(OCC)cc2)cc1
35. O=C(CC(=O)NCc1cccnc1)NCc1cccnc1

screen / no. | 31 | 32 | 33 | 34 | 35
GlmU inhibition | 5.5% | -3.5% | -2.0% | 7.0% | -0.9%
RmlCD inh 1536 | 4 | nt | 2 | 12 | nt

36. Cc1nc2ccc(NC(=O)c3ccc(Cl)c(S(=O)(=O)N(C)c4ccccc4)c3)cc2s1
37. COc1ccc(CNC(=O)c2ccc3c(c2)N(C)C(=O)CS3=O)cc1 (stereo not given)
38. COc1ccc(Cl)cc1C(=O)Nc1ccc(NC(C)=O)cc1
39. O=C(Cn1nc(-c2ccccc2F)ccc1=O)NCc1ccc2c(c1)OCO2
40. CCCCOC(=O)Nc1cc(OC)c(Cl)cc1OC

screen / no. | 36 | 37 | 38 | 39 | 40
GlmU inhibition | 2.3% | -3.6% | -3.7% | 8.3% | 9.2%
RmlCD inh 1536 | 8 | 3 | -10 | nt | -8

41. O=C(Nc1ccc(C(=O)N2CCOCC2)cc1)Nc1cccc(Cl)c1
42. COc1cc(-c2nnc(SC(C)C(=O)Nc3c(C)n(C)n(-c4ccccc4)c3=O)o2)cc(OC)c1OC (stereo not given)
43. COc1ccc(N/C(N)=N/c2nc(C)cc(C)n2)c(OC)c1
44. O=C(CCCn1c(=O)[nH]c2cc(Cl)ccc2c1=O)NC1CCCCCCC1
45. O=C(Nc1ccccc1[N+](=O)[O-])c1nc[nH]c1C(=O)NCCO

screen / no. | 41 | 42 | 43 | 44 | 45
GlmU inhibition | 3.3% | 2.7% | 0.1% | -2.9% | 4.3%
RmlCD inh 1536 | -10 | -5 | -10 | nt | nt

46. CC(C)C[C@H](NC(=O)OC(C)(C)C)C(=O)N1CCC(C(=O)N[C@@H](Cc2ccccc2)C(=O)O)CC1
47. O=C(O)Cn1cc(/C=C2\SC(=O)N(c3ccccc3)C2=O)c2ccccc21
48. CCC(=O)Nc1sc(C(=O)Nc2ccccc2)c(C)c1C(=O)OC
49. CCOC(=O)CCCCCNC(=O)c1c(O)[nH]c(=O)[nH]c1=O
50. Cc1cnc(NC(=O)c2cc3c(C)nn(Cc4ccccc4Cl)c3s2)s1

screen / no. | 46 | 47 | 48 | 49 | 50
GlmU inhibition | nt | -0.3% | -0.3% | 0.0% | 3.2%
RmlCD inh 1536 | -1 | -9 | -2 | nt | nt

51. CCOc1ccc(Cl)cc1/C=N/NC(=O)CNC(=O)c1ccccc1
52. O=C(Cn1cnc2cc(Cl)ccc2c1=O)Nc1ccc2c(c1)OCO2
53. CCOCCCNC(=O)C(c1ccc(OC)cc1)N(Cc1cccs1)C(=O)c1ccccc1O (stereo not given)
54. CCN(CC)CCSc1nc2ccccc2c(=S)n1-c1ccccc1
55. Cc1nnc2nc(-c3ccccc3)nc(-c3ccccc3)n12

screen / no. | 51 | 52 | 53 | 54 | 55
GlmU inhibition | -4.1% | -4.8% | 0.8% | -8.5% | 2.4%
RmlCD inh 1536 | -15 | 5 | nt | 5 | 62

56. CS/C(Nc1cc(Cl)ccc1Cl)=C(/C#N)C(=O)c1ccco1
57. CC(=O)NC(=O)COC(=O)c1ccc2ncsc2c1
58. COc1cc(-c2nn3c(-c4cccc(C)c4)nnc3s2)cc(OC)c1OC
59. COC(=O)c1ccc(-n2cncn2)c(F)c1
60. Cc1cccc(CSc2cccc3cccnc23)c1

screen / no. | 56 | 57 | 58 | 59 | 60
GlmU inhibition | -4.3% | 3.9% | 3.7% | 3.6% | 1.7%
RmlCD inh 1536 | -2 | nt | -1 | 9 | 10

# Some of these compounds in order of length of the SMILES, highest first.
58. COc1cc(-c2nn3c(-c4cccc(C)c4)nnc3s2)cc(OC)c1OC
54. CCN(CC)CCSc1nc2ccccc2c(=S)n1-c1ccccc1
55. Cc1nnc2nc(-c3ccccc3)nc(-c3ccccc3)n12
57. CC(=O)NC(=O)COC(=O)c1ccc2ncsc2c1

screen / no. | 58 | 54 | 55 | 57
GlmU inhibition | 3.7% | -8.5% | 2.4% | 3.9%
RmlCD inh 1536 | -1 | 5 | 62 | nt

# (listing goes on)
61. O=C(Cn1cnc2ccccc2c1=O)c1ccccc1
62. Cc1ccc(N2C(=O)C(Cl)=C(N3CCOCC3)C2=O)cc1Cl
63. O=C1C2C(c3ccccc3)C=CC(c3ccccc3)C2C(=O)N1C1CCCCC1 (stereo not given)
64. Cc1ccccc1C(=O)Nc1ccc(N2CCOCC2)nc1
65. CC1CN(C(=O)c2ccc(Oc3ccccc3)cc2)CC(C)O1 (stereo not given)

screen / no. | 61 | 62 | 63 | 64 | 65
GlmU inhibition | 1.7% | 0.9% | 0.3% | -0.9% | 8.7%
RmlCD inh 1536 | nt | -7 | 10 | 3 | 9

66. O=C(N/N=C/c1ccccc1)NC1CCCCC1
67. COc1ccc(C2=Nn3c(nnc3-c3ccccc3OC)SC2)cc1OC
68. CCC(CC)C(=O)Nc1ccc(S(=O)(=O)Nc2nccs2)cc1
69. CC(C)OC(=O)C1=C(N)N2C(=O)CSC2=C(C(=O)OC(C)C)C1
70. COC(=O)/C=C1\S/C(=N/N=C/c2ccccc2)NC1=O
71. O=C(c1ccc(Cl)cc1)c1coc2ccc(O)cc12

screen / no. | 66 | 67 | 68 | 69 | 70 | 71
GlmU inhibition | 6.0% | 5.5% | 4.3% | -12% | 1.4% | 2.8%
RmlCD inh 1536 | 11 | 1 | -2 | -4 | 2 | nt

# Random excerpt: two entries already listed
68. CCC(CC)C(=O)Nc1ccc(S(=O)(=O)Nc2nccs2)cc1
67. COc1ccc(C2=Nn3c(nnc3-c3ccccc3OC)SC2)cc1OC

screen / no. | 68 | 67
GlmU inhibition | 4.3% | 5.5%
RmlCD inh 1536 | -2 | 1

# An excerpt; the hit share may differ from the screen's.
